# Source: PubChem BioAssay
# EWS-Fli block: EWS/Fli-driven NR0B1 reporter inhibitors, primary screen, A673 cells, NR0B1 luciferase, luminescence, MLPCN library. viability-normalised. inhibition, % at 12.6 µM. hit rate 0.67% among 350,000;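 active = mean inhibition of at least 50% after viability correction, with every replicate also passing that limit; inconclusive = mean reaches 50% but only one of two replicates passes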;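 also: firefly luciferase signal divided by Alamar Blue viability fluorescence both relative to DMSO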
# ERp5 inh: inhibitors of ERp5-driven insulin aggregation, primary screen, biochemical, turbidity, absorbance 650 nm, single point; Protein disulfide-isomerase A6 (Homo sapiens), Q15084; 90 min; inhibition, % at 9.99 µM; hit rate 0.05% among 350,000; AID 651711, 2012;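 active = mean replicate inhibition above about 25%, with every replicate also reaching it, limit read from the data, passing the limit was not always enough; inconclusive = only one of those two criteria met; inactive = neither criterion met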
# Target sequence (Q15084 whole entry, looked up): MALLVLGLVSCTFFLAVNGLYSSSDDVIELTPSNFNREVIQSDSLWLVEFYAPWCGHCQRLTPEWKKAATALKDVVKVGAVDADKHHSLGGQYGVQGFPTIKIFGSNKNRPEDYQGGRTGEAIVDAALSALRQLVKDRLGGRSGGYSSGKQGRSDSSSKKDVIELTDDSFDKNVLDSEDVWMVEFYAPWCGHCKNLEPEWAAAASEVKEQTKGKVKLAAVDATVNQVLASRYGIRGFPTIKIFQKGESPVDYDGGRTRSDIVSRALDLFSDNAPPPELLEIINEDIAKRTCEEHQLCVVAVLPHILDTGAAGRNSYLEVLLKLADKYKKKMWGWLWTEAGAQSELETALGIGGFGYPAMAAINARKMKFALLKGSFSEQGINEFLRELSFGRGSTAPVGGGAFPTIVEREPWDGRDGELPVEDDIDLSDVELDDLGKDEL
# ARNT TACC3 PPI: disruptors of ARNT/TACC3 protein interaction, primary screen, biochemical, AlphaScreen, single concentration | AlphaScreen His-ARNT PAS-B/GST-TACC3 binding, luminescence; TACC3 fragment carries E629A point mutation | Transforming acidic coiled-coil-containing protein 3 (Homo sapiens), Q9Y6A5 | inhibition, % at 9.99 µM | hit rate 0.66% among 390,000 | AID 623870, 2012;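 active = mean inhibition of replicates at least 50% and at least half of replicates each reaching 50%; inconclusive = half or more replicates reach 50% but mean below 50%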;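 also: 0% = complete ARNT plus TACC3 wells and 100% = ARNT alone without TACC3; many hits fall short of the cut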
# GSIS activator: GLuc luminescence reporter in INS-1E cells, primary screen for activators of glucose-dependent secretion of insulin | INS-1E GLuc reporter insulin secretion, 2-3 h | activation, % at 16.6 µM | hit rate 0.61% among 370,000 | AID 743287, 2014;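 active = lowest replicate activation of at least 40%, so every replicate reaches that level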;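 also: 0% = median of neutral control wells and 100% = median of IBMX positive control wells; some compounds called inactive have numbers as strong as hits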
# Xi reactivation: activators of inactive X chromosome reactivation, primary screen, imaging, XiGFP fibroblasts, GFP high-content imaging, set 2; XiGFP mouse fibroblasts, % GFP-positive cells imaging, 3 d; cells co-treated with 5-aza-dC sensitizer; scaled so ellipticine positive control = 100%; activation, % at 7.58 µM; hit rate 0.055% among 360,000; AID 743238, 2013;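 active = mean normalized replicate activation at least 10% and every replicate at or above 10%; inconclusive = only one of the two criteria met; inactive = mean below 10% and not all replicates reach 10%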;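 also: 0% = median of on-plate neutral control wells and 100% = ellipticine 6 µM median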
#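 System: SV40-immortalized XiGFP fibroblast cells, line 68-5-11 / Incubation: 3-day compound exposure, then 15 min fixation at room temperature / Compound: single concentration per compound, delivered by pin transfer / Buffer or medium: DMEM plus 5-aza-dC sensitizer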
# DENV2 CPE: inhibitors of DENV2 cytopathic effect, primary screen, cell-based, plate reader, single concentration. DENV2-infected cells, cytopathic effect rescue. CPE inhibition, % at 9.99 µM. hit rate 1.7% among 350,000. AID 651640, 2012; in the data active = CPE inhibition above about 20%, passing the limit was not always enough; inconclusive = no clear call, values can overlap the other calls; tested in BHK-21 cells;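 also: 0% = median of neutral control wells and 100% = median of positive control wells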
# F508del corr: F508del CFTR correction, initial screen, CFBE line, single point; CFBE cells, YFP halide quenching; stimulated with forskolin plus potentiator P3; % fluorescence drop versus neutral controls; hit rate 0.36% among 350,000; AID 720511, 2013; activity (quench increase), % at 7.58 µM;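 active = mean added fluorescence quench of at least 8% versus neutral control, with both replicates also reaching 8%; inconclusive = only one of the mean or replicate conditions met; inactive = mean below 8% and not both replicates reaching 8%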;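 also: cells transiently co-express mutant CFTR-F508del with the halide-sensitive YFP; corrector assay measuring rescue of mutant channel to the surface after 24 h compound exposure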
# PAX8 inh HTS: inhibitors of PAX8-driven TPO luciferase reporter, primary screen, RMG-I cells, single concentration | SteadyGlo, 24 h | inhibition, % at 12.6 µM | hit rate 1.2% among 360,000;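 active = mean replicate inhibition at least 60% with every replicate also reaching 60%; inconclusive = only one of the two criteria is met; inactive = mean below 60% and not all replicates reaching 60%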;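 also: luciferase light reporting Pax8 driven TPO promoter activity; plate controls were median of neutral control wells for no effect and mitoxantrone controls for full effect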
# Starred values were filed as active, the others as inactive; ? = inconclusive; · = no result given.
SMILES,EWS-Fli block,ERp5 inh,ARNT TACC3 PPI,GSIS activator,Xi reactivation,DENV2 CPE,F508del corr,PAX8 inh HTS
CCC(=O)c1ccc(N2CCC(C)CC2)c(F)c1,-88.6,2.8,-2.1,1.7,-0.1,-8.9,-1.7,-68.9
CCOC(=O)C1=C(C)C(c2cccc(Oc3ccccc3)c2)NC(=S)N1 (configuration not stated),16.7,-4.6,1.5,3.3,0.1,3.9,-1.0,3.3
CCOc1ccc(S(=O)(=O)N2CCN(C(=O)c3cc(-c4ccccc4)nn3-c3ccccc3)CC2)cc1,1.1,0.8,0.7,1.3,0.6,-7.0,5.6,-1.1
COc1cc(S(=O)(=O)NCCOC23CC4CC(CC(C4)C2)C3)c(OC)cc1Cl,·,1.3,1.5,10.1,0.2,·,·,25.3
O=C(N/N=C/c1ccccc1C(=O)O)c1cccc(S(=O)(=O)N2CCOCC2)c1,-0.4,-7.3,-2.2,10.8,-0.1,-7.5,1.4,27.2
C[C@@H]1CN([C@H](C)CO)C(=O)c2cc(NC(=O)Nc3cccc4ccccc34)ccc2O[C@@H]1CN(C)C(=O)Nc1cccc2ccccc12,5.7,33.0*,14.5,4.4,0.2,7.1,-4.6,78.1*
CCC(C)(C)C1CCC2(CC1)NC(=O)N(CC(=O)N(C)Cc1ccc(OC(F)F)cc1)C2=O (configuration not stated),21.9,1.5,0.2,4.3,0.0,0.1,2.9,39.1
CN(C)c1ccc2c(c1)[C@@H]1C[C@@H](CC(=O)NCc3ccncc3)O[C@H](CO)[C@@H]1O2,-4.0,-1.8,4.2,13.3,0.1,-6.5,0.8,-6.9
CC(C)=CCN1C(=O)[C@]2(OCCC=C[C@H]2C)c2c(Br)cccc21,8.5,4.5,·,-17.1,0.0,-11.7,0.8,-35.6
Cc1nc2cc(NC(=O)NCCC3=CCCCC3)ccc2o1,-9.5,0.7,-7.6,8.1,·,-6.9,0.5,·
COc1ccc(OC)c(CC(NC(C)=O)C(=O)NC2CCN(c3cc(C)nc4ncnn34)CC2)c1 (configuration not stated),-16.2,5.4,·,-7.3,0.0,0.0,-0.4,-3.4
CNC(=O)C[C@@H]1CC[C@H]2[C@H](COc3ccc(NC(=O)c4ccc5c(c4)OCO5)cc3C(=O)N2C)O1,-9.6,·,-1.4,-1.3,0.3,?,-3.2,-5.2
CCOC(=O)N1CCN(C(=O)CSC2=NS(=O)(=O)c3cc(Cl)ccc3N2)CC1,-0.5,4.5,-1.9,3.3,0.0,0.2,0.0,0.5
NC(=O)c1ncc(C(F)(F)F)cc1Cl,2.3,3.4,3.7,1.2,0.0,12.1,-2.7,-8.9
C[C@@H]1CN([C@@H](C)CO)S(=O)(=O)c2ccc(-c3cccnc3)cc2O[C@H]1CN(C)Cc1ccccn1,0.1,9.0,3.1,-2.1,0.5,5.1,0.5,·
O=c1[nH]cc(CN2CCOCC2)c(=O)[nH]1,2.2,11.5,-5.5,4.1,-0.1,-5.0,2.2,-2.1
CCC(C)[C@H]1CN=C(N)N1CCc1cccc(F)c1 (some centres not stated),-3.4,·,-1.1,35.9,0.0,·,-2.2,16.5
Cc1ccn(CCC(=O)Nc2ccc3c(c2)OCO3)n1,-25.5,-12.2,15.3,3.5,0.0,-1.8,-3.0,-35.3
COc1ccc2c3c(n(C)c2c1)[C@@H](CO)N(C(=O)Cc1ccccc1)CC31CN(C(=O)Cc2ccccc2)C1,19.0,-3.6,·,-13.5,0.3,-0.7,-1.2,·
C[C@@H]1CN([C@@H](C)CO)C(=O)c2cccc(NC(=O)Nc3ccc4c(c3)OCO4)c2O[C@@H]1CN(C)S(=O)(=O)c1cccs1,-8.8,2.4,10.7,-4.3,0.0,-3.5,-3.8,·
COc1cccc(NC(=O)NCc2ccc(F)cc2)c1,-55.0,-0.3,-5.4,2.3,0.0,7.4,-1.5,-45.8
CC1=CC(=C2C(=O)c3ccccc3C2=O)C=C(C)N1Cc1ccco1,-96.7,-2.3,-3.3,19.8,0.2,-1.4,-0.4,-17.6
O=C(/C=C/c1cccc(F)c1)Nc1ccc(S(=O)(=O)N2CCOCC2)cc1,4.5,5.0,1.4,-21.6,0.0,-3.9,5.5,3.8
Cc1noc2ncnc(Sc3ccc(Br)cc3)c12,8.0,-0.4,-4.8,-16.4,0.6,5.8,-0.3,-0.4
CCCC(=O)NC(=S)c1c(C)n(C)n(-c2ccccc2)c1=O,1.2,3.9,6.9,7.5,0.0,0.5,1.4,0.7
O=C(O)CCCn1cc(NC(=O)c2ccco2)cn1,4.8,-0.8,-11.6,22.5,0.0,-8.1,·,-14.1
O=C(O)CCC(=O)Nc1ccc(-n2ccc(C(F)(F)F)n2)cc1,2.6,0.3,0.7,7.5,0.4,-3.2,0.5,2.0
O=C(CCc1nc2ccccc2s1)OCc1ccccc1F,4.0,3.0,2.0,9.2,0.0,-6.1,·,-6.7
CN1CCN(c2ccc(NC(=S)NC(=O)c3cccc4c(Cl)cccc34)cc2)CC1,16.4,5.9,-5.5,-2.7,0.1,-3.9,3.9,-16.2
O=C1NC(=O)C2C3C=CC(C12)C1C(=O)NC(=O)C31 (configuration not stated),-3.2,0.4,·,0.5,0.0,19.4,0.0,7.8
Nc1nc(N)nc(-c2cc(O)ccc2O)n1,-23.0,2.1,-1.9,-8.8,0.1,-0.9,-0.8,-19.2
CN(C(=O)Cc1c(C(=O)O)n(C)c2ccccc12)c1ccc(Cl)cc1,7.9,0.9,-8.0,-1.9,0.0,-6.6,0.5,-1.0
CC(C)CCN1CCC(N)=NC1=O,0.6,3.5,-7.6,6.3,0.1,-0.5,0.3,5.0
Cc1ccc(NC(=O)C2CCN(S(=O)(=O)c3cccc4cccnc34)CC2)nc1,6.3,-5.8,-3.1,-3.5,0.9,4.6,1.7,16.8
C[C@H](CO)N1C[C@H](C)[C@H](CN(C)Cc2ccc(C(=O)O)cc2)OCCCC[C@H](C)Oc2ccc(NS(=O)(=O)c3cccs3)cc2C1=O,-9.2,-7.1,-1.2,-0.3,0.0,3.6,1.8,3.2
Cc1ccc(NS(=O)(=O)c2cc([N+](=O)[O-])ccc2N/N=C/c2sc(N3CCOCC3)nc2-c2ccccc2)c(C)c1,0.4,-5.4,19.0,21.9,0.1,-1.6,1.0,-8.2
CCN(CC(=O)Nc1c(F)cccc1F)C(=O)CSCC(=O)Nc1cccc(C)c1,8.0,2.7,6.8,-13.1,0.1,1.7,3.3,-3.0
CC1(C(=O)NS(=O)(=O)C2CC2)CCN(C(=O)c2ccccc2OC(F)(F)F)C1 (configuration not stated),2.4,-4.2,·,-0.5,0.0,7.5,1.1,-9.6
COCC(=O)N1CC2(C1)CN(C(=O)CN1CCOCC1)[C@@H](CO)c1c2c2ccc(OC)cc2n1C,-5.1,·,·,22.6,0.3,6.4,0.2,·
CC1CCN(c2ccc(C=O)o2)CC1,-3.4,-0.6,-15.9,1.9,0.2,6.0,-1.7,-20.3

# Quoted from the listing.
# Value of CC1=CC(=C2C(=O)c3ccccc3C2=O)C=C(C)N1Cc1ccco1 under EWS-Fli block: -96.7
# Value of COc1cccc(NC(=O)NCc2ccc(F)cc2)c1 under Xi reactivation: 0.0
# Value of Cc1noc2ncnc(Sc3ccc(Br)cc3)c12 under PAX8 inh HTS: -0.4
# Value of CCN(CC(=O)Nc1c(F)cccc1F)C(=O)CSCC(=O)Nc1cccc(C)c1 under GSIS activator: -13.1
# Value of O=C(O)CCCn1cc(NC(=O)c2ccco2)cn1 under EWS-Fli block: 4.8
# Value of C[C@H](CO)N1C[C@H](C)[C@H](CN(C)Cc2ccc(C(=O)O)cc2)OCCCC[C@H](C)Oc2ccc(NS(=O)(=O)c3cccs3)cc2C1=O under F508del corr: 1.8

# Other records follow.
SMILES,EWS-Fli block,ERp5 inh,ARNT TACC3 PPI,GSIS activator,Xi reactivation,DENV2 CPE,F508del corr,PAX8 inh HTS
CCn1c(O)c(N=NC(=O)CNC(=O)/C=C/c2ccco2)c2ccccc21,15.3,-4.4,7.6,0.0,·,0.1,1.0,·
Cc1ccsc1C(=O)N1CCC1(C)C(=O)NS(=O)(=O)c1ccc(C#N)cc1 (configuration not stated),-3.1,-1.7,·,0.3,0.0,?,-2.6,-9.6
C[C@@H]1CN([C@H](C)CO)C(=O)c2c(c3ccccc3n2C)-c2ccccc2CO[C@@H]1CN(C)C(=O)N[C@H](C)c1ccccc1,-0.3,10.4,-10.9,-26.0,0.7,12.8,2.5,21.7
C=CCOc1c(Br)cc(/C=C2\SC(=Nc3ccccc3)NC2=O)cc1OC,27.2,-1.2,-1.5,-12.7,0.0,-3.7,-20.5,11.0
CCOc1ccc(C(=O)Nc2cccc(-c3ccc(N4CCOCC4)nn3)c2)cc1OCC,-74.5,-0.6,-2.2,1.5,0.1,5.5,0.1,-75.8
COc1cc(/C=C/CO)cc(OC)c1O[C@@H]1O[C@H](CO)[C@@H](O)[C@H](O)[C@H]1O,-12.2,-9.2,·,5.1,0.0,1.3,0.6,1.7
CCOc1ccc(NC(=O)c2ccc(N)cc2)cc1,-8.1,5.0,-1.9,11.5,-0.2,-9.9,-0.2,-64.0
CCOC(=O)[C@H]1[C@H]2COc3ccc(Br)cc3[C@H]2N2C(=O)CN(CCc3c[nH]c4ccccc34)C(=O)[C@@]12C,10.6,3.2,1.1,-9.6,0.1,-3.3,1.0,31.3
CCOC(=O)N1CCN(C(=O)c2cc3n(n2)C(C(F)(F)F)CC(c2ccc4c(c2)OCO4)N3)CC1 (configuration not stated),·,1.1,-1.3,5.7,0.1,?,-1.2,1.2
COc1ccc2sc(-c3ccc(N(C)C)cc3)c(C#CCO)c2c1,21.7,-5.1,-21.6,-4.4,0.0,1.2,0.6,-55.5
OC1CCCN(CC(O)c2ccccc2)C1 (configuration not stated),9.4,6.7,10.1,7.9,0.0,-5.5,0.4,23.3
Cc1oc2c(C)c3oc(=O)c(CCC(=O)NCCN4CCOCC4)c(C)c3cc2c1C,-0.4,0.0,-13.1,·,·,29.2*,2.7,·
O=C(C[C@@H]1CC[C@@H](NC(=O)Nc2cc(F)ccc2F)[C@@H](CO)O1)NCc1ccc2c(c1)OCO2,-6.0,1.1,4.1,-11.3,0.1,-4.7,-1.1,-7.8
CCCCNC(=O)CCc1nc2cccnc2n1Cc1ccccc1,-2.7,3.1,6.6,-4.0,0.0,-3.3,1.9,1.4

# 3 entries already listed, arranged by the value under GSIS activator, highest first:
SMILES | ERp5 inh | ARNT TACC3 PPI | GSIS activator | DENV2 CPE | F508del corr
CCOc1ccc(NC(=O)c2ccc(N)cc2)cc1 | 5.0 | -1.9 | 11.5 | -9.9 | -0.2
CCn1c(O)c(N=NC(=O)CNC(=O)/C=C/c2ccco2)c2ccccc21 | -4.4 | 7.6 | 0.0 | 0.1 | 1.0
COc1ccc2sc(-c3ccc(N(C)C)cc3)c(C#CCO)c2c1 | -5.1 | -21.6 | -4.4 | 1.2 | 0.6

# Random draw from the library; 4.2% or so of the library scored in one or more.
